bIAP act: bovine intestinal alkaline phosphatase activators, primary screen, biochemical, bovine IAP, CDP-star luminescence. alkaline phosphatase, intestinal [Bos taurus]. purified bovine IAP, 30 min; stronger effect = higher value; fold of DMSO-control signal, blank-subtracted. activation factor at 20 µM. hit rate 0.17% among 200,000. AID 1016, 2008;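 active = activation factor of 2 or more at 20 µM, a signal rise over negative controls twice the positive control's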
PPARg SRC-2 ag: agonists of PPARg-SRC-2 recruitment, primary screen, biochemical, HTS | activation, % at 8 µM | AID 1032, 2008 | Peroxisome proliferator-activated receptor gamma (Homo sapiens), P37231 | hit rate 0.34% among 200,000 | PPARgamma LBD-SRC-2 recruitment; in the data active = activation above about 22%;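 note: 0% = vehicle and 100% = reference agonist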
Target sequence (P37231 whole entry, looked up, the tested form may be a part): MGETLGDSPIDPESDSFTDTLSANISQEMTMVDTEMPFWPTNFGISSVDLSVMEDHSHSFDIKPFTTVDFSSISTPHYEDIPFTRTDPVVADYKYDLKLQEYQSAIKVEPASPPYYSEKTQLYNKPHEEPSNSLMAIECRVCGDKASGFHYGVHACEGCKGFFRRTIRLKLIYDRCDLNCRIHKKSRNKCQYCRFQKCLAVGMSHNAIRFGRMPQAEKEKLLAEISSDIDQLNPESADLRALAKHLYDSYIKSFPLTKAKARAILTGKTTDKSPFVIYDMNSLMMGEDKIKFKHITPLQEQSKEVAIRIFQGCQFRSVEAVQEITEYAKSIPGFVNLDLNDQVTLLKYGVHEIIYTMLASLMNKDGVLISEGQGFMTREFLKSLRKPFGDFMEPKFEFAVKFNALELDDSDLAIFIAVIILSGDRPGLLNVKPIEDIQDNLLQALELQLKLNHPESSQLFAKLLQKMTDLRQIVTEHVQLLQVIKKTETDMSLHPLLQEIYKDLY
TNAP inh hiacc: human TNAP enzyme inhibitors, primary screen, biochemical, luminescent, high phosphate acceptor level, uHTS; hit rate 0.03% among 200,000; purified TNAP, CDP-star luminescence, 1 M DEA; inhibition, % at 20 µM; Alkaline phosphatase, tissue-nonspecific isozyme (Homo sapiens), P05186;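 active = over 50% inhibition of tissue-nonspecific alkaline phosphatase at 20 µM in the single-dose screen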;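 note: plate controls were DMSO wells for no effect and EDTA-quenched wells as full inhibition for full effect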
Target sequence (P05186 whole entry, looked up): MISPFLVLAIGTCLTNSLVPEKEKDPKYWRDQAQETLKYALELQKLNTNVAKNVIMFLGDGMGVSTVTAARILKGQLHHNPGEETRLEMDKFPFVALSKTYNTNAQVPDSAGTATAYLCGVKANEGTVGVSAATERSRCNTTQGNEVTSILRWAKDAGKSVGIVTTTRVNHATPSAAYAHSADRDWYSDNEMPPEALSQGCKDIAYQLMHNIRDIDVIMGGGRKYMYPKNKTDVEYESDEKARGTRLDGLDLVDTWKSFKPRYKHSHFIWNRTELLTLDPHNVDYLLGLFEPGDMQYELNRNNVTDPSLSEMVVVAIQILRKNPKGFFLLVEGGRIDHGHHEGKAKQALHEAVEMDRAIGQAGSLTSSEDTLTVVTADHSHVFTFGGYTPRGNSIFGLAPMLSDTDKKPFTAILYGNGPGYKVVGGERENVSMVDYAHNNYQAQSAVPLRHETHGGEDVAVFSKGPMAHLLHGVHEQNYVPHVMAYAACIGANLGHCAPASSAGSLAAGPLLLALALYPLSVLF
bIAP inhibitor: bovine intestinal alkaline phosphatase inhibitors, primary screen, selectivity assay for TNAP inhibitor project, biochemical, bovine IAP, CDP-star luminescence; alkaline phosphatase, intestinal [Bos taurus]; purified bovine IAP, 30 min; inhibition, % at 20 µM; 190,000 tested, under 10 active; AID 1019, 2008;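 active = over 50% inhibition of intestinal alkaline phosphatase at 20 µM in the single-dose screen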
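test system = bovine IAP enzyme | medium = DEA buffer 100 mM, pH 9.8, with MgCl2 1.0 mM, ZnCl2 0.02 mM | detection = luminescence | dosing = single compound dose of 20 µM, 2% DMSO final | incubation = 30 min reaction at room temperature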
PPARg SRC1 recr: PPARgamma agonists recruiting SRC-1 coactivator, primary screen, biochemical; PPARgamma-SRC-1 coactivator recruitment biochemical assay; hit rate 0.41% among 200,000; AID 631, 2007; Peroxisome proliferator-activated receptor gamma (Homo sapiens), P37231; activation, % at 8 µM; in the data active = activation above about 19%;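 note: 0% = DMSO and 100% = reference agonist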
PPARg SRC3 recr: PPARgamma agonists recruiting SRC-3 coactivator, primary screen, biochemical. Peroxisome proliferator-activated receptor gamma (Homo sapiens), P37231. biochemical PPARgamma/SRC-3 coactivator recruitment assay. activation, % at 8 µM. hit rate 0.26% among 200,000. AID 731, 2007; in the data active = activation above about 23%;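 note: 0% = DMSO and 100% = reference agonist; some compounds past the cut are filed as inactive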
HMGR II inh: inhibitors of E. faecalis class II HMGR, primary screen, biochemical, Enterococcus faecalis. inhibition, % at 10 µM. hit rate 0.41% among 190,000. HMG-CoA reductase (Enterococcus faecalis, mvaE). AID 1066, 2008. purified E. faecalis HMGR, NADPH absorbance 340 nm kinetic;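 active = inhibition above a set limit, the median over all tested compounds plus 3 SD, cut at about 9.5% in these data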;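 note: enzyme runs in reverse so mevalonate oxidation gives rising NADPH absorbance; 0% = complete reaction with DMSO and 100% = background rate lacking mevalonate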
TNAP inh no acc: human TNAP enzyme inhibitors, primary screen, biochemical, luminescent, no phosphate acceptor, uHTS | Alkaline phosphatase, tissue-nonspecific isozyme (Homo sapiens), P05186 | purified TNAP, CDP-star luminescence, 30 min | inhibition, % at 20 µM | hit rate 0.26% among 200,000 | AID 1012, 2008;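 active = tissue-nonspecific alkaline phosphatase inhibition above about 50% at 20 µM in the single-dose screen, limit read from the data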;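 note: 0% = DMSO negative control and 100% = EDTA positive control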
TNAP act hi DEA: TNAP activators at high phosphate acceptor level, primary screen, biochemical, luminescence, uHTS; Alkaline phosphatase, tissue-nonspecific isozyme (Homo sapiens), P05186; purified TNAP, CDP-star luminescence, 1 M DEA, 30 min; stronger effect = higher value; 0 = EDTA background, 1 = DMSO-only activity; activation factor at 20 µM; 200,000 tested, under 10 active; AID 1136, 2008;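 active = activation factor at least 2 at 20 µM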
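Assay system: human TNAP; Input: enzyme diluted 1/800 final; Reagent: CDP-star luminogenic substrate at 100 µM final; Timing: 30 min, room temperature; Signal: luminescence; Evaluation: TNAP activation factor scaled between EDTA and DMSO control wells.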
TR-FRET SRC-2 ct: TR-FRET signal artefacts, primary screen, artefact control for PPARgamma SRC-2 agonist project, biochemical; TR-FRET artefact counter-screen; stronger effect = higher value; AID 1049, 2008; hit rate 0.4% among 200,000; TR-FRET ratio at 8 µM; in the data active = TR-FRET ratio above about 2000; note: inactives centre near 1500
Starred values were filed as active, the others as inactive; / = not tested or not shown.

[1] COCCN(C(=O)c1ccco1)c1nnc(-c2ccc(F)cc2)s1
[2] N#Cc1ccccc1Sc1ccccc1N
[3] CC(=O)OCC1=C(C(=O)O)N2C(=O)C(NC(=O)c3ccc(COc4ccc(Cl)cc4)o3)C2SC1 (centres undefined)
[4] CC(C)(C)[C@H]1C=C(C(=O)N2CCOCC2)O[C@@H](OCc2ccc(CO)cc2)C1
[5] COc1cc(C(=O)N/C(=C\c2cn(C)c3ccccc23)C(=O)NCCCO)cc(OC)c1OC
[6] COCCNc1nc(Cl)c(C#N)s1
[7] Cc1cccc(OCC(=O)Nc2ccc3c(C)cc(=O)oc3c2)c1
[8] COc1ccc(OCc2nnc(SCc3ccc(C(=O)O)cc3)o2)cc1
entry no.,1,2,3,4,5,6,7,8
bIAP act,1.1,1,1,1.2,1.2,0.9,1.9,1.1
PPARg SRC-2 ag,12,15,-2,0,0,7,-2,1
TNAP inh hiacc,-8,1,2,-6,-5,-1,0,-5
bIAP inhibitor,-12,5,1,-23,-22,8,-94,-9
PPARg SRC1 recr,2,9,0,-12,12,1,-6,-9
PPARg SRC3 recr,7,-1,0,-4,3,-1,-5,3
HMGR II inh,2,0,-1,3,-3,-7,-6,-1
TNAP inh no acc,-8,-5,-7,-6,-15,-8,-12,-6
TNAP act hi DEA,1.1,1,1,1.1,1,1,1,1.1
TR-FRET SRC-2 ct,1502,1442,1615,1367,1683,1539,1404,1402

[9] CC(=O)Nc1cccc(C(=O)/C=C/c2ccco2)c1
[10] Cc1c(C(=O)Nc2c(F)cccc2F)sc2ncnc(N3CCN(c4ccccc4)CC3)c12
[11] O=c1c2ccccc2[nH]c(=S)n1CCCN1CCN(C2CCCCC2)CC1
[12] O=C(c1ccc(Br)o1)N(Cc1ccccc1)Cc1ccccc1
[13] CCOC(=O)C1CCCN(CC(=O)NC2CC2)C1 (centres undefined)
[14] CCOC(=O)C1C(=O)C=C(N2CCOCC2)CC1c1cccc(OC)c1 (centres undefined)
[15] CCS(=O)(=O)NCCCCc1ccccc1
[16] Cc1nc(-c2ccccc2)sc1C(=O)CSc1ccc(F)cc1
entry no.,9,10,11,12,13,14,15,16
bIAP act,0.9,1.1,0.9,1,0.9,1,0.9,0.9
PPARg SRC-2 ag,5,5,1,7,/,-6,6,2
TNAP inh hiacc,2,-2,-2,-3,-6,-4,-3,3
bIAP inhibitor,10,-7,5,-4,13,5,10,12
PPARg SRC1 recr,7,4,-4,6,/,1,4,18
PPARg SRC3 recr,-14,3,-15,2,/,0,6,9
HMGR II inh,3,5,-8,-9,-6,-5,2,-1
TNAP inh no acc,-7,-4,-7,-9,2,-12,-12,-3
TNAP act hi DEA,1,1,1,1,1.1,1,1,1
TR-FRET SRC-2 ct,1697,1813,1543,1394,/,1430,1547,1610

[17] Cc1cc(=O)oc2cc(NC(=O)C3COc4ccccc4O3)ccc12 (centres undefined)
[18] CCSc1ncccc1-c1nc2ccccc2[nH]1
[19] COc1ccc(S(=O)(=O)N(C)CC(=O)Nc2ccccc2SC)cc1
[20] COc1ccc(/C=N/NC(=O)c2cc(-c3ccccc3OC)nc3ccccc23)cc1COC(C)=O
[21] COc1ccc(OC)c(S(=O)(=O)N2CCN(c3c(C)cccc3C)CC2)c1
[22] O=S(=O)(c1ccc2nnn(O)c2c1)N1CCCCC1
[23] CCOC(=O)c1c(NC(=O)CSc2nnc(-c3c[nH]c4ccccc34)n2C)sc2c1CCCC2
[24] Cn1nnnc1SCC(=O)Nc1c(Cl)cccc1Cl
entry no.,17,18,19,20,21,22,23,24
bIAP act,0.9,0.9,0.9,1.1,0.8,0.9,0.8,1
PPARg SRC-2 ag,4,17,2,-9,6,-4,1,-2
TNAP inh hiacc,-1,-1,-3,-5,-1,3,-7,-5
bIAP inhibitor,11,11,5,-7,20,6,20,-4
PPARg SRC1 recr,8,5,0,-5,4,1,-3,3
PPARg SRC3 recr,2,8,1,3,7,-3,0,-11
HMGR II inh,-11,-2,-5,5,-4,0,-3,-1
TNAP inh no acc,0,-6,-10,-6,-10,-10,-12,-10
TNAP act hi DEA,1,1,1,1,1,1,1.1,1.1
TR-FRET SRC-2 ct,1540,1917,1295,1793,1485,1568,1384,1462

[25] COC(=O)COc1ccc(S(=O)(=O)NCCC2=CCCCC2)cc1
[26] N#C/C(=C\c1cccc2ccccc12)c1nn(-c2ccccc2)c(N)c1C#N
[27] COc1ccc(OCCNc2cc(N3CCOCC3)ccc2[N+](=O)[O-])cc1
[28] Cc1cc(=O)[nH]c(SCC(=O)Nc2ccc(C(=O)O)cc2)n1
[29] COCCCNC(=O)CCSc1ccc(Cl)cc1
[30] CC1=C(C(=O)OCCOc2ccccc2)C(c2coc3ccccc3c2=O)C2=C(CCCC2=O)N1 (centres undefined)
[31] CC1CC=C2C(C#N)=C(N)C(C#N)(C#N)C(c3cccs3)C2C1 (centres undefined)
[32] COC(=O)C(NC(=O)CNS(=O)(=O)c1ccc(Br)cc1)c1ccccc1 (centres undefined)
entry no.,25,26,27,28,29,30,31,32
bIAP act,0.9,/,0.8,1,1,1,0.9,1.1
PPARg SRC-2 ag,6,17,-6,1,8,3,1,9
TNAP inh hiacc,-2,/,8,-6,-1,3,-6,-3
bIAP inhibitor,12,/,18,1,4,-3,10,-8
PPARg SRC1 recr,5,19*,0,0,7,4,-2,6
PPARg SRC3 recr,-1,16,-12,-2,4,-2,-3,-2
HMGR II inh,-8,/,-3,-2,1,-4,-6,-6
TNAP inh no acc,-19,/,12,-20,-6,-5,-1,-17
TNAP act hi DEA,1,/,0.9,1.1,1,1,1.1,1
TR-FRET SRC-2 ct,1533,1650,1394,1606,1534,1720,1599,1660

3 entries from above, arranged by the number in HMGR II inh, largest number first:
#	molecule	bIAP act	TNAP inh hiacc	bIAP inhibitor	HMGR II inh	TNAP inh no acc	TNAP act hi DEA
29	COCCCNC(=O)CCSc1ccc(Cl)cc1	1	-1	4	1	-6	1
28	Cc1cc(=O)[nH]c(SCC(=O)Nc2ccc(C(=O)O)cc2)n1	1	-6	1	-2	-20	1.1
25	COC(=O)COc1ccc(S(=O)(=O)NCCC2=CCCCC2)cc1	0.9	-2	12	-8	-19	1

Following part
[33] COc1ccc(CC(=O)Nc2nnc(SCC(=O)NCc3ccco3)s2)cc1OC
[34] CCCCOC(=O)C1=C(C)Nc2ncnn2C1c1cccc(OC)c1 (centres undefined)
[35] CCOC(=O)c1cc2cc(C)ccc2[nH]1
[36] CCOc1cc(/C=C2/C(=O)ON=C2C)ccc1OCc1ccccc1F
[37] COc1ccc(NC(=O)C2CCN(S(=O)(=O)c3c(C)noc3C)CC2)cc1Cl
[38] O=C1NCCCc2nonc21
[39] O=C(CSc1ccc(-c2ccc(Br)cc2)nn1)N1CCOCC1
[40] NC(=O)CC[C@H](NC(=O)OCc1ccccc1)C(=O)OCc1ccc(Cl)cc1
entry no.,33,34,35,36,37,38,39,40
bIAP act,1.1,1,0.9,1,0.9,0.9,1,1
PPARg SRC-2 ag,7,-3,-4,-4,8,-1,9,-8
TNAP inh hiacc,-1,1,-6,-3,-5,-7,-6,-4
bIAP inhibitor,-9,3,5,2,10,8,0,-1
PPARg SRC1 recr,2,-3,0,-6,4,-1,-1,1
PPARg SRC3 recr,6,2,-5,5,0,5,4,1
HMGR II inh,-2,-4,3,-3,-1,0,-1,3
TNAP inh no acc,3,3,1,-4,-11,-8,-12,-7
TNAP act hi DEA,1,1,1.1,1,1,1.1,1.1,1
TR-FRET SRC-2 ct,1597,1592,1433,1356,1316,1448,1637,1513

[41] CC(C)c1nnc(SCC(=O)N2CCOCC2)n1C
[42] Cc1c(Br)c([N+](=O)[O-])nn1CC(=O)NCC1CCCO1 (centres undefined)
[43] COC(=O)[C@@H](NC(=O)NCc1cccs1)C(C)C
[44] COc1cccc(OC)c1C(=O)NC(=S)N1CCN(c2ccc(C(F)(F)F)cc2[N+](=O)[O-])CC1
[45] C=CCn1c(SCC(=O)NCc2ccc3c(c2)OCO3)nnc1C1COc2ccccc2O1 (centres undefined)
[46] CN1C(=O)N(C)C2(c3ccccc3)N(C)C(=O)NC12c1ccccc1 (centres undefined)
[47] O=C(c1cnc2n(c1=O)CCS2)N1CCN(c2ccccc2Cl)CC1
[48] CS(=O)(=O)Nc1ccccc1C(=O)Nc1ccc2c(c1)OCCO2
entry no.,41,42,43,44,45,46,47,48
bIAP act,1,1,1,1,1,1,0.9,1
PPARg SRC-2 ag,-6,3,5,10,-1,2,15,10
TNAP inh hiacc,0,-9,-6,-2,2,-1,-4,-1
bIAP inhibitor,0,-1,-3,1,-3,5,8,1
PPARg SRC1 recr,-4,2,1,-9,10,-1,11,6
PPARg SRC3 recr,-4,1,-4,9,11,6,4,5
HMGR II inh,0,-2,-3,-1,-4,1,1,-3
TNAP inh no acc,-6,-11,-12,2,-6,-9,-10,-9
TNAP act hi DEA,1,1.1,1.1,1,1,1,1,1
TR-FRET SRC-2 ct,1462,1638,1673,1902,1618,1510,1443,1507

[49] CCOc1ccc(NC(=S)NCCCc2ccccc2)cc1
[50] CCN(CC)c1ccc(/C=N/Nc2ccccc2)c(O)c1
[51] O=C(OCC(=O)N1CCc2ccccc21)C1=COCCO1
[52] COc1ccc(OCCCC(=O)NCCc2nc3ccccc3[nH]2)cc1
[53] Cc1n[nH]c(=O)nc1NC(C)c1ccccc1 (centres undefined)
[54] Nc1nnnn1CC(=O)N/N=C/c1cc([N+](=O)[O-])ccc1O
[55] O=C(Nc1ccccc1)C1C2CCC3C(CCC21)C3(Cl)Cl (centres undefined)
[56] COc1ccc(CCNC(=O)C2CCN(S(=O)(=O)N3CCCCCC3)CC2)cc1OC
[57] CCOc1ccc2ccccc2c1CNCCN1CCOCC1
entry no.,49,50,51,52,53,54,55,56,57
bIAP act,0.7,1,0.9,1.8,1,1.2,0.9,1.1,1
PPARg SRC-2 ag,1,10,3,0,-2,-4,2,3,-2
TNAP inh hiacc,-6,5,-8,-6,-7,5,-5,0,-5
bIAP inhibitor,30,0,5,-83,3,-19,10,-6,1
PPARg SRC1 recr,-2,-3,6,8,-2,11,4,4,2
PPARg SRC3 recr,9,-5,10,1,2,0,6,10,1
HMGR II inh,0,7,-5,-4,-4,1,-2,-7,10*
TNAP inh no acc,-9,12,-8,-13,-14,-10,4,-4,-10
TNAP act hi DEA,1.1,1,1.1,1.1,1.1,0.9,1,1,1
TR-FRET SRC-2 ct,1528,1500,1481,1611,1504,1621,1633,1526,1521
